EPAC1 antag: EPAC1 (human) antagonism; O95398; EPAC1 GEF assay, Rap1b-BODIPY-GDP exchange fluorescence; Potency, µM (highest dose often 115 µM), without a hit: top-dose activity change, negative = inhibition, hits mostly inhibitors; actives 0.14% (n = 360,000); AID 720709;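 further: potency means the concentration at half of the fitted maximal effect; plate controls were vehicle for no effect and positive control for full effect; nearly all actives have a fitted effect of over 50% in size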
PLK1 PBD inh: blocks phosphopeptide binding to human PLK1 polo-box domain | P53350 | Plk1 PBD binding of FITC phosphopeptide, fluorescence polarization | Potency, µM, inactives show max response, negative = inhibition, hits mostly inhibitors | actives 2.8% (n = 360,000) | AID 720504; further: potency means the concentration at half of the fitted maximal effect; series mostly up to about 57 µM; on the % scale 0 is the no-effect control and ±100 the full control effect; nearly all actives have a fitted effect of over 65% in size
Abeta yeast res: A-beta toxicity reversal in yeast; yeast expressing A-beta42, growth rescue, OD600, 48 h; response scale: 0% DMSO, 100% iron-clioquinol control; Potency, µM (series often up to 46.1 µM), inactives show top-dose growth rescue, usual class: activators; actives 0.063% (n = 410,000); AID 1347071; further: potency means the concentration at half of the fitted maximal effect; nearly all actives have a fitted effect of over 55% in size
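Growth rescue measured by 600 nm absorbance after 48 h yeast culture at 30 C with compound. Values normalized between DMSO and an equimolar ferric chloride plus clioquinol control.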
aSyn yeast inh: alpha-synuclein toxicity inhibition in yeast; actives 0.14% (n = 370,000); Yeast expressing alpha-synuclein, growth rescue, BacTiter-Glo, 24 h; Potency, µM (titrated, usually from 46.1 µM), inactives show at the highest dose growth rescue (activation), actives largely listed as activators; further: potency means the concentration at half of the fitted maximal effect; % of control where 0% means no effect; nearly all actives have a fitted effect of over 65% in size
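Readout is rescue of growth in alpha-synuclein-expressing yeast, so inhibitors of toxicity appear as activators. Growth after 24 hr at 30 deg C in galactose medium is quantified by luminescence.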
EPAC1 ag: activates human EPAC1 exchange factor. O95398. EPAC1 agonist qHTS, biochemical assay; response scale: 100% = response to 6.5 mM cAMP. Potency, µM (titrated, usually from 154 µM), without a hit: at the top dose activation, usual class: activators. actives 0.073% (n = 360,000); further: potency means the concentration at half of the fitted maximal effect; nearly all actives have a fitted effect of over 60% in size
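Nucleotide exchange by EPAC1 (100 nM) on Rap1B–BODIPY-GDP (250 nM) in the presence of 50 uM GDP is tracked fluorescently at 480/540 nm over 30 min. Signals are normalized to a 6.5 mM cAMP control.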
PI5P4K alpha inh: inhibitors of human PI5P4K alpha; P48426; PI5P4Kalpha enzyme, ADP-Glo luminescence, 60 min; hits give low values; max response, %; actives 1.2% (n = 330,000); active means max response of -50% or lower; inconclusive means between -30% and -50%; inactive means -30% or higher; further: value at the top dose of about 77 µM; on the % scale 0 is the no-effect control and ±100 the full control effect
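Controls without substrate or without enzyme flank wells where PI5P4Kalpha converts substrate using 5 microM ATP (final). Incubation lasts 60 minutes at room temperature; ADP formed is read by ADP-Glo luminescence.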
IL-2 act: activates IL-2 in a cell-based reporter assay; activation, % (series mostly up to about 46 µM); AID 652025; IL-2 activation reporter assay, cell-based qHTS; stimulated with anti-CD3/CD4/CD28 beads; in transgenic mouse T cells; actives 0.065% (n = 360,000); in the data active means activation above about 50%; inconclusive means mostly about 30% to 49%; further: 0% is about no effect
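Using fluorescent plate cytometry, EGFP and DsRed are detected in transgenic mouse T cells stimulated 18 h at 37 degrees C with antibody-coated beads after 60 min compound pretreatment.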
FUS suppressor: FUS proteinopathy suppression in yeast; S. cerevisiae FUS-expressing, growth rescue, OD600, 24 h; Potency, µM (series often up to 76.6 µM), without a hit: at the highest dose growth rescue (activation), actives largely listed as activators; actives 0.24% (n = 390,000);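 further: potency means the concentration at half of the fitted maximal effect; plate controls were DMSO vehicle for no effect and reference control for full effect; nearly all actives have a fitted effect of over 55% in size; some results filed as inactive show a strong effect at the top dose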
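Cultures pregrown in 2.5% raffinose medium are shifted to minimal medium containing 2% galactose to express toxic FUS. Compounds are tested at several concentrations. After 24hr at 30C, growth is quantified at 600 nm absorbance.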
WRN helicase inh: blocks human WRN helicase | Q14191 | WRN helicase unwinding, fluorescent forked duplex, kinetic | Potency, µM (top dose mostly 114 µM), inactives show at the top dose activity change, negative = inhibition, hits mostly inhibitors | actives 0.46% (n = 360,000); further: potency means the concentration at half of the fitted maximal effect; on the % scale 0 is the no-effect control and ±100 the full control effect; nearly all actives have a fitted effect of over 55% in size
Target sequence (Q14191 whole entry, looked up): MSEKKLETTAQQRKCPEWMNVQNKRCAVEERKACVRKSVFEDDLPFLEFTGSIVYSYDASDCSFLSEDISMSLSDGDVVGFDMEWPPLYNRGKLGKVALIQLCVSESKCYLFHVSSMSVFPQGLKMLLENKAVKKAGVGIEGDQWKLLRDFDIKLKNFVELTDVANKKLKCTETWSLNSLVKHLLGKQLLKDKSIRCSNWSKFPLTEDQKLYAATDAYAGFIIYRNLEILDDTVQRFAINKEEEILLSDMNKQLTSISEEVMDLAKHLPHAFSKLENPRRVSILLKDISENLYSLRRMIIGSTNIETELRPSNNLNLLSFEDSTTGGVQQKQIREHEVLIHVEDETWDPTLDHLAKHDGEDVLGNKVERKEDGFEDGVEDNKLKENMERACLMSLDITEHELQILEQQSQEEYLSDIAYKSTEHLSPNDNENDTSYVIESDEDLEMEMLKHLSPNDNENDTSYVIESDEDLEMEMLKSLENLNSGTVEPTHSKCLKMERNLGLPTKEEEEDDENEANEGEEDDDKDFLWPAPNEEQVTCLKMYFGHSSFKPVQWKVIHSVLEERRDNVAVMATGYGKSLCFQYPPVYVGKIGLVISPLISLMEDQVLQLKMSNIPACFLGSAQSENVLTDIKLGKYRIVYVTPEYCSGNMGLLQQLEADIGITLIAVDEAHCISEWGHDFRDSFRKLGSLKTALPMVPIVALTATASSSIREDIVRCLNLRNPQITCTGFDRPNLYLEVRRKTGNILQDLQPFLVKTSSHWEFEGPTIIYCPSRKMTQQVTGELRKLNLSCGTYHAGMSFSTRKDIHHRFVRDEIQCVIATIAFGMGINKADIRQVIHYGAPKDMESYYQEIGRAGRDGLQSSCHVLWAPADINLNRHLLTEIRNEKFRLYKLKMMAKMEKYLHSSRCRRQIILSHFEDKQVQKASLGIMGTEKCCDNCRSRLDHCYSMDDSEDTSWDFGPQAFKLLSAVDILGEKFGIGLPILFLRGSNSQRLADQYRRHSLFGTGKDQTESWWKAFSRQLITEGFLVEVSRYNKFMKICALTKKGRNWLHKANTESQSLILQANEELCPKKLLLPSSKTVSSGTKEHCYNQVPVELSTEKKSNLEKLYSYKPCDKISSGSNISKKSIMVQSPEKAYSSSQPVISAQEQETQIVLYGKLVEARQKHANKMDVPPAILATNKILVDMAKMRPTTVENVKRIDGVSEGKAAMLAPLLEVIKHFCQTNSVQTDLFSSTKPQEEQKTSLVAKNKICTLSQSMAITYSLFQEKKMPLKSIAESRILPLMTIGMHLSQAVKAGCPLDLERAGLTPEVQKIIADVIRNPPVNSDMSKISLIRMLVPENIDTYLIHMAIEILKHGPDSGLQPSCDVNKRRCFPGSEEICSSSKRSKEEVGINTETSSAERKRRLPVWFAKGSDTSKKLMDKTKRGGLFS
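Kinetic fluorescence helicase assay: unwinding of a quenched forked DNA duplex (100 nM final) with 2 mM ATP final raises red fluorescence (525/598 nm). Compounds sat 15 min at room temperature with 20 nM WRN beforehand.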
Active calls of the source: *; u = inconclusive; x = no result given; [ ] = another dose, or the depositor's remark. Unless noted, the call rests on the fitted dose curve; in most records, active means well fitted curve in the direction sought with a large enough effect; inconclusive means small, poorly fitted or top-dose-only effect, or another doubt; inactive means no such curve, though single readings can be large; an effect the other way counts as inactive or inconclusive. This is a random part of the collection; 4.1% or so of the library scored in one or more.

SMILES	EPAC1 antag	PLK1 PBD inh	Abeta yeast res	aSyn yeast inh	EPAC1 ag	PI5P4K alpha inh	IL-2 act	FUS suppressor	WRN helicase inh
Cc1nc(NCc2ccco2)c2oc3ccccc3c2n1	4%	1%	-8%	-4%	-3%	-8	1.0	-4%	-1%
N#Cc1ccccc1CSc1ccc(-c2nc3ccccc3[nH]2)cn1	-14%	u	-9%	-10%	29%	x	-0.4	-29%	-6%
CCCc1cc(=O)[nH]c(SCC(=O)c2ccc(S(=O)(=O)N3CCCC3)cc2)n1	3%	-14%	-3%	-3%	1%	-3	-4.6	22%	-6%
O=C(Nc1cccnc1)c1cc([N+](=O)[O-])ccc1Cl	11%	0%	-1%	-2%	-10%	4	1.0	-7%	4%
COc1cccc(/C=C/C(=O)c2ccc(C)c([N+](=O)[O-])c2)c1	u	-22%	-4%	-2%	6%	4	-5.1	7%	-12%
CC(C)CNC(=O)c1coc(=O)c(Br)c1	2%	-10%	-17%	x	1%	1	0.1	47%	-3%
CCOC(=O)Cc1csc(NC(=O)CSc2nccn2C)n1	17%	-13%	1%	0%	5%	-1	-2.9	11%	-13%
Cc1cc(C)n(-c2c(F)c(F)c(CO)c(F)c2F)n1	0%	-9%	1%	-1%	14%	x	-2.3	-12%	-5%
CN(c1ccccc1)S(=O)(=O)c1cccc(C(=O)NC2CCCCC2)c1	8%	3%	5%	-6%	5%	-7	-1.8	x	6%
CCOC(=O)COc1ccc([N+](=O)[O-])cc1	-18%	-10%	-6%	0%	-14%	-7	-2.2	-12%	0%
Cc1c(C(=O)Nc2ccc(F)cc2)sc2ncn(CC(=O)N3CCCCC3)c(=O)c12	-8%	1%	7%	2%	7%	3	-0.1	13%	-5%
Cc1[nH]nc(N=CC2=C(O)CC(c3ccco3)CC2=O)c1-c1ccc(Cl)cc1 (stereo not drawn)	1%	-9%	-6%	-8%	9%	x	-0.7	13%	-13%
O=S(=O)(c1ccc(NC(=S)Nc2ccccc2)cc1)N1CCOCC1	17%	-19%	-4%	2%	-1%	9	-1.7	15%	8%
O=c1[nH]cnc2c1C1(CCCC1)Cc1ccccc1-2	u	-6%	12%[9.22 µM]	14%	1%	-5	0.5	-37%	-26%
Cc1nnc(SCC(=O)Nc2ccc(S(N)(=O)=O)cc2)n(N)c1=O	-7%	-15%	2%	4%	8%	-9	-0.3	-16%	1%

A portion from further up, for reference:
SMILES	EPAC1 antag	PLK1 PBD inh	Abeta yeast res	aSyn yeast inh	EPAC1 ag	PI5P4K alpha inh	IL-2 act	FUS suppressor	WRN helicase inh
O=S(=O)(c1ccc(NC(=S)Nc2ccccc2)cc1)N1CCOCC1	17%	-19%	-4%	2%	-1%	9	-1.7	15%	8%
O=c1[nH]cnc2c1C1(CCCC1)Cc1ccccc1-2	u	-6%	12%[9.22 µM]	14%	1%	-5	0.5	-37%	-26%
Cc1nnc(SCC(=O)Nc2ccc(S(N)(=O)=O)cc2)n(N)c1=O	-7%	-15%	2%	4%	8%	-9	-0.3	-16%	1%

Next compounds
SMILES	EPAC1 antag	PLK1 PBD inh	Abeta yeast res	aSyn yeast inh	EPAC1 ag	PI5P4K alpha inh	IL-2 act	FUS suppressor	WRN helicase inh
COC(=O)c1[nH]c2ccccc2c1NC(=O)CN1CCN(C/C=C/c2ccccc2)CC1	7%	5%	11%	-5%	17%	x	-2.1	8%	-22%
C#CCOCCOCCOCCNc1nc(N2CCN(C(=O)C([C@@H](C)CC)n3cc(C(N)COC(=O)C(F)(F)F)nn3)CC2)nc(N2CCN(C(=O)[C@H](CCCCN)n3cc(C(N)[C@H](C)CC)nn3)CC2)n1 (stereo partly drawn)	-7%	-2%	2%	0%	-9%	0	-0.1	34%	-11%
COC(=O)c1ccc(-c2cc3onc(-c4ccccc4)c3c(=O)n2C)cc1	-5%	5%	-11%	-6%	0%	-5	1.7	15%	5%
CCOC(=O)C1(CCc2ccccc2)CCN(C(=O)c2cc(C)nc(C)n2)CC1	6%	-6%	1%	1%	-9%	6	2.1	16%	11%
CC(=O)NS(=O)(=O)c1ccc(NC(=O)CSc2ccc(C)cc2)cc1	0%	u	-12%	-5%	-5%	-8	-0.1	16%	1%
Cc1ccc(N=Nc2ccc(O)c3ncccc23)cc1C	6%	-5%	22%	u	9%	7	0.2	-9%	-1%
COc1cc2[nH]c(C(=O)Nc3ccc4c(c3)OCCO4)cc2c(OC)c1OC	-5%	-3%	6%	3%	-1%	0	-3.8	-42%	-13%
Cc1ccc([C@H]2N[C@]3(CCCN(Cc4ccco4)C3=O)[C@H]3C(=O)N(C)C(=O)[C@@H]23)cc1	-21%	-21%	-2%	1%	5%	-3	-0.2	-3%	0%
O=C(NC1CC1)c1cccc2c1C(=O)c1ccc(N3CCC(N4CCCCC4)CC3)cc1S2(=O)=O	8%	32%[activator]	1%	0%	u	-6	-1.0	16%	-6%
Cn1c(CCC(=O)O)nc2cc(S(=O)(=O)N3CCCCC3)ccc21	12%	27µM*	4%	-5%[1.84 µM]	8%	-19	0.8	23%	8%
COC(=O)c1sc2ccccc2c1NC(=O)c1ccc(S(=O)(=O)N2CC(C)CC(C)C2)cc1 (stereo not drawn)	6%	5%	-1%	2%	-15%	12	-0.5	-14%	-3%
Cc1ccccc1C(=O)NCCn1cc(SCC(=O)NCC2CCCO2)c2ccccc21 (stereo not drawn)	9%	-12%	6%	0%	1%	-3	-2.4	19%	u
C=CCn1c(C(CCC(C)C)CC(C)(C)O)n[nH]c1=S (stereo not drawn)	8%	-3%	7%	0%	-8%	x	1.8	28%	8%
O=C(Nc1ccccc1)c1cc(C2CCCCN2S(=O)(=O)c2ccccc2)on1 (stereo not drawn)	8%	4%	14%	21%	4%	8	0.9	16%	-6%
O=C(Oc1cccc(N2C(=O)CCC2=O)c1)C1CC(=O)N(c2ccc(Br)cc2)C1 (stereo not drawn)	-3%	u	5%	8%	16%	x	0.9	1%	-14%
CCOC(=O)C1CCCN(Cc2cc(=O)oc3cc(C)c(C(C)C)cc23)C1 (stereo not drawn)	-16%	-13%	0%	-2%	4%	17	0.6	11%	1%
Cn1cnc2c(oc3ccccc32)c1=O	-17%	-3%	-19%	-2%	10%	-2	-1.3	5%	-5%
CN1CCN(c2nc(-c3ccc(Br)cc3)nnc2-c2ccccc2)CC1	-7%	-8%	-3%	9%	2%	9	2.0	-10%	0%
OCCNCc1ccc(OCc2ccc(Cl)cc2Cl)cc1	0%	3%	-25%	-4%	3%	-6	-4.2	13%	9%
Cn1nnnc1SCC1=C(C(=O)O)N2C(=O)C(NC(=O)Cn3nc(C(F)F)cc3C3CC3)C2SC1 (stereo not drawn)	1%	-21%	9%	0%	-8%	1	-0.3	-12%	-11%[11.6 µM]
Cn1c(N2CCCC2)nc2c1c(=O)n(Cc1cccc(F)c1)c(=O)n2C	6%	-8%	1%	12%	10%	x	0.1	22%	8%
Cn1cccc1/C=N/NC(=O)c1sc2ccccc2c1Cl	5%	-4%	-4%	-14%	-12%	1	-0.6	14%	4%
COc1ccc(-c2noc(CN(C)C(=O)c3ccoc3C)n2)cc1	-1%	-5%	0%	2%	9%	1	0.4	9%	7%
CCCn1nnc(NC(=O)c2cccnc2Cl)n1	4%	-7%	3%	-3%	-2%	5	-0.4	13%	2%
COc1ccc(C(C(=O)NC2CCCC2)N(Cc2cccnc2)C(=O)Cc2cccs2)c(OC)c1 (stereo not drawn)	2%	-1%	7%	1%	8%	-6	-0.9	-15%	-2%
CCOc1c(OC(C)=O)ccc(/C=C/c2ccc3cccc(OC(C)=O)c3n2)c1[N+](=O)[O-]	-6%	-7%	-1%	6%	11%	x	-1.4	39%	-15%
C/C(CC(=O)NCc1ccco1)=N\NC(=O)c1ccc(Cl)cc1Cl	14%	-16%	-7%	2%	0%	-2	0.1	13%	14%
Cc1cccc(C(=O)NCC(=O)N2CC(=O)Nc3ccccc32)c1	20%	1%	1%	-3%	-7%	-10	2.1	-21%	0%
COc1ccccc1CNC(=O)C1CCC(=O)N(CCCN2CCCC2=O)C1 (stereo not drawn)	-7%	2%	-1%	-2%	-6%	0	-1.1	-6%	-2%
CCCC(c1nnnn1Cc1ccco1)N1CCN(c2ccccc2)CC1 (stereo not drawn)	-11%	-15%	-4%	1%	7%	-3	-3.4	4%	-3%
CCOC(=O)C1=CCN(S(=O)(=O)c2ccc(C)cc2)C1c1cccc(Cl)c1 (stereo not drawn)	-16%	-23%	-20%	-3%	0%	30	-0.9	35%	-14%
COCC(=O)Nc1ccc(Nc2ccccc2)cc1	0%	-13%	8%	-2%	0%	-13	-3.1	5%	-3%
CCCNC(=O)COC(=O)c1cccnc1Nc1ccccc1F	-18%	-17%	13%	0%	-7%	9	-0.3	-14%	0%
CCOC(=O)c1cc(C)n(-c2ccccc2)c1C	6%	-13%	-16%	-1%	6%	-5	-4.2	10%	-11%
COCC(=O)NC1CCN(C(=O)Nc2ccc(Br)cc2)CC1	-6%	-10%	-32%[inhibitor]	0%	3%	x	-3.7	14%	15%
CCCNc1c(NS(=O)(=O)c2ccc(Br)cc2)c(=O)oc2ccccc12	6%	-3%	3%	2%	5%	-5	0.1	-9%	-5%
CCn1c(SCC(=O)N/N=C/c2cc(OC)c(O)c(OC)c2)nc2ccccc21	-4%	-4%	-2%	1%	-4%	4	1.4	x	1%
Cc1cc(C)nc(NC(=O)/C=C/c2ccccc2Cl)c1	2%	2%	-43%[inhibitor]	-19%	8%	-1	1.5	x	-6%
CCCCCCC(=O)Oc1cccc(N2C(=O)C3CCCCC3C2=O)c1 (stereo not drawn)	-12%	-1%	-13%	3%	-15%	14	0.4	13%	-6%
O=C(NCc1ccco1)c1nn2c(C(F)(F)F)cc(-c3cccs3)nc2c1Br	u	-12%	-11%	-4%	14%	-11	-3.5	x	-38%
CCN(Cc1ccccc1)C(=O)c1ccc(Cl)cc1[N+](=O)[O-]	11%	5%	-21%	-2%	-2%	-8	0.7	-18%	4%
